PKA-R2B act: activates the human PKA-R2B holoenzyme complex. 0.079% of 340,000 active. PKA-R2B holoenzyme dissociation, Cy5-IP20 fluorescence polarization; R2B truncated from residue 108, S112A mutant; 0% DMSO only, 100% 113 µM cGMP. P22694+P31323. AID 504700. activation, % at 11.4 µM;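 active means activation above a cutoff set at the mean over all compounds plus 3 SD, cut at about 18% in these data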;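 further: higher means more holoenzyme dissociation and a rise in polarization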
Target sequence (P31323 whole entry, looked up, other chains not shown, the tested form may be a part): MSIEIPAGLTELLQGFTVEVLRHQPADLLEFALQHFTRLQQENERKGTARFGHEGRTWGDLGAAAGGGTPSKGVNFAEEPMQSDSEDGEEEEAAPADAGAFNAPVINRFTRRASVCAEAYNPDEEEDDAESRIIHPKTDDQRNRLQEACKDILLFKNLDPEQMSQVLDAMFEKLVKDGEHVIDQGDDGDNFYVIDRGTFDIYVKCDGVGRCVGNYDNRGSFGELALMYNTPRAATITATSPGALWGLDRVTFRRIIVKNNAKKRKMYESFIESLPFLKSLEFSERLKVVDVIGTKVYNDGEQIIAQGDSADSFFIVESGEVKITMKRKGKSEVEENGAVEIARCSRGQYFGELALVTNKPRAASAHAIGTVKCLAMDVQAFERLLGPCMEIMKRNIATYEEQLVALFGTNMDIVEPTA
PKA-R1A activ: activates the PKA-R1A holoenzyme complex; P00514+P68181; PKA-R1A dissociation, Cy5-IP20 fluorescence polarization; scaled: DMSO 0%, 113 µM cGMP 100%; activation, % at 11.4 µM; 0.083% of 340,000 active; AID 504707;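 active means percent activation above the mean of all tested compounds plus 3 SD, cut at about 19% in these data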;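 further: higher means more PKAc released from R1A so a rise in polarization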
Tat export inh: inhibitors of E. coli Tat protein transport | 0.036% of 340,000 active | E. coli MC4100 TorA-mCherry Tat export, fluorescence | inhibition, % at 10 µM;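 active means mean replicate inhibition at least 50% and at least half of replicates individually reaching 50%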;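 further: exported cargo escapes ClpAP degradation while cytoplasmic cargo is degraded and loses fluorescence; 0% = median of neutral control wells and 100% = median of NaSCN control wells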
DAGLB inhibitor: diacylglycerol lipase beta (human) inhibition. HEK293T DAGLB membrane lysate, EnzChek fluorogenic substrate. inhibition, % at 5.17 µM. 0.059% of 340,000 active. AID 504411; in the data active means inhibition above about 34%;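 further: 0% = enzyme with vehicle and 100% = wells lacking enzyme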
Mot1-301 SUMO: SUMOylation pathway inhibition by Mot1-301 growth rescue; S. cerevisiae Mot1-301 growth rescue, ATP luminescence, 38.5C; percent above DMSO median, 100 means doubled; growth rescue, % at 18.8 µM; 1% of 320,000 active;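 active means every valid replicate shows activation above 250% relative to neutral control wells; inactive means the rest, any valid replicate at or below 250%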;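 further: OY570 slx delta 5 strain wells were the positive control but not used for scaling; some compounds called inactive have numbers as strong as hits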
CDK5 p35 inh: CDK5/p35 (human) kinase inhibition | Q00535+Q15078 | Recombinant CDK5/p35, ADP-Glo luminescence, 60 min | inhibition, % at 10 µM | 0.01% of 330,000 active | AID 488839;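 active means highest replicate inhibition of at least 50% and at least 75% of replicates reaching 50%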;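 further: plate controls were DMSO neutral control for no effect and GW8510 at 10 µM for full effect; many of its hits are not listed in these tables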
AddAB inh: less growth of phage-infected E. coli with AddAB; E. coli expressing H. pylori AddAB, absorbance growth; inhibition, % at 11.9 µM; 0.29% of 330,000 active; AID 435030; in the data active means inhibition above about 12%;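 further: 0% = vehicle wells of infected cells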
E coli growth: bacterial growth inhibition, counter-screen for AddAB inhibitors; inhibition, % at 11.9 µM; E. coli V3065 growth, OD600 absorbance, 18 h; 0.27% of 330,000 active;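 active means inhibition above the campaign's mean inhibition across all tested compounds plus 3 SD, cut at about 9.9% in these data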;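 further: uninfected addAB+ strain grown without phage in ampicillin broth; 0% = DMSO wells and 100% = ciprofloxacin 0.95 µg/ml wells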
phage Ecoli inh: E. coli growth loss with phage present; 0.26% of 360,000 active; growth absorbance; AID 651602; inhibition, % at 11.9 µM; in the data active means inhibition above about 11%
HTR5A ag ctr: counter-screen for OPRM1-OPRD1 agonists: human HTR5A agonism; P47898; HTR5A agonist assay, luminescence, cell-based; activation, % at 9.3 µM; 0.61% of 340,000 active; AID 504692; in the data active means activation mostly above about 9.5%, no sharp cut-off; inactive means mostly below about 7.6%;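 further: 0% = cells with vehicle only and 100% = reference agonist; strong numbers were not always called active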
Target sequence (P47898 whole entry, looked up): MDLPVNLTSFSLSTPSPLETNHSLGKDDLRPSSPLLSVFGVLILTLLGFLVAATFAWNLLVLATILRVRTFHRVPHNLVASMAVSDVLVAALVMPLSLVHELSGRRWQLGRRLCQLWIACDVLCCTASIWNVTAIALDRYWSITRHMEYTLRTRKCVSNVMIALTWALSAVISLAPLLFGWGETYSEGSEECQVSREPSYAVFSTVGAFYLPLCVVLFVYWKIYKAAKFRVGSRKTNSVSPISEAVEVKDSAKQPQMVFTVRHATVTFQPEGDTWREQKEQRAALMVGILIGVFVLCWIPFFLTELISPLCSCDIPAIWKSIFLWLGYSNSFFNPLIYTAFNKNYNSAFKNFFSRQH
HTR5A inv ag: HTR5A inverse agonism, opioid heterodimer counter-screen; inhibition, % at 9.3 µM; 0.083% of 340,000 active; HTR5A cell line, luminescence; AID 504634; in the data active means inhibition mostly above about 23%, no sharp cut-off; inactive means mostly below about 18%;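 further: 0% = cells with DMSO and 100% = no-cell wells with DMSO; some compounds called inactive have numbers as strong as hits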
An asterisk follows results filed as active; nt = no result given.

Below each compound – PKA-R2B act	PKA-R1A activ	Tat export inh	DAGLB inhibitor	Mot1-301 SUMO	CDK5 p35 inh	AddAB inh	E coli growth	phage Ecoli inh	HTR5A ag ctr	HTR5A inv ag
CCOc1cc(C(=O)CCC(=O)OCC(=O)NC(=O)NCC(C)C)ccc1O
    10.8	-1.8	-3.1	0.0	2.5	1.2	3.5	1.8	0.9	2.6	4.0
S=c1nc[nH]c2c1sc1nc(N3CCOCC3)c3c(c12)CCCC3
    9.7	1.7	-1.9	-0.1	-16.9	0.7	1.9	-0.5	-1.4	3.0	-15.0
CN(CCOc1ccccc1)CCOc1ccccc1
    -8.4	-2.3	7.7	-4.4	9.4	1.0	-0.4	-2.1	-0.4	3.6	-2.1
CCCOC(=O)Cn1c(=O)c2cc3c(=O)n(CC(=O)OCCC)c(=O)c3cc2c1=O
    -14.1	-11.5	-6.0	-1.8	nt	1.2	nt	nt	1.9	-2.4	20.2
CCOC(=O)C1CCCN(C(=O)c2cn(C)c3ccc(S(=O)(=O)N4CCCC4)cc3c2=O)C1 (stereo unspecified)
    -0.3	-4.0	-9.3	-1.3	-0.3	-0.8	1.9	1.9	1.8	-1.6	4.0
CCCS(=O)(=O)N1CCN(C2Cc3ccccc3C2)CC1
    4.2	-1.0	1.9	-3.9	30.7	-0.6	1.4	0.8	0.5	-1.6	16.6
Cc1ccc(/C=N\NC(=O)c2cncc(Br)c2)o1
    -5.0	-2.7	5.8	0.6	-10.1	0.2	3.7	1.7	0.6	-2.5	3.0
Cc1ccccc1OCC(O)CN (stereo unspecified)
    -8.8	-0.5	1.3	0.0	-3.9	-0.7	1.3	2.3	3.4	-1.6	12.9
S=C(NCc1ccccc1)Nc1cccc2cnccc12
    -3.0	0.6	-11.6	-0.1	-12.2	-0.5	4.1	-0.1	2.4	3.9	-10.5
O=C(c1ccccc1)N1CCSc2sccc2C1=O
    -5.0	-4.6	-3.7	-5.0	nt	-0.2	nt	nt	1.9	6.5	-18.7
Cc1ccc(S(=O)(=O)N2CCC(N3CCN(C)CC3)CC2)cc1Cl
    -1.3	-4.2	-5.1	-3.7	-16.7	0.7	1.2	1.1	-3.3	8.7	-23.3
O=C(Nc1nc2ccc(F)cc2s1)c1ccc(N2CCCC2=O)cc1
    9.5	-22.4	-1.4	2.8	-3.7	1.9	-0.9	2.0	3.5	0.4	-1.3
COC(=O)CC1C(=O)NC2CCCCC2N1C(=O)CCl (stereo unspecified)
    nt	nt	5.2	nt	-7.8	0.1	1.5	1.1	4.1	nt	nt
O=C(CNC(=O)c1sc2ccccc2c1Cl)NCc1ccccc1
    2.2	13.0	-2.9	-3.5	0.7	0.4	6.0	2.6	-0.4	4.7	-4.4
NS(=O)(=O)c1cccc(NC(=O)CN2CCCc3ccccc32)c1
    -0.5	6.6	-2.7	0.9	5.5	-1.5	5.9	1.3	4.9	1.1	0.5
Cc1cccc(-c2nnc(N)s2)c1
    0.1	5.8	-4.6	-3.8	6.1	-0.5	2.7	2.9	-2.0	5.9	-14.1
O=C(CN(Cc1ccco1)C(=O)c1ccc(Cl)cc1)Nc1c(Cl)cc(Cl)cc1Cl
    -5.1	-15.7	4.2	-2.4	8.9	0.4	2.2	0.5	2.3	-4.9	11.1
N#CC1(Nc2ccc([N+](=O)[O-])cc2)CCCC1
    -7.2	-7.1	1.5	-1.5	nt	-1.5	nt	nt	2.4	-2.7	10.7
CCCS(=O)(=O)N1CCC(C(=O)NC2CCCC(C)C2C)CC1 (stereo unspecified)
    3.9	10.9	-12.1	1.4	1.1	-0.1	-0.4	0.8	1.7	4.0	-1.4
O=S(=O)(NCCSc1ccccc1)c1ccc2c(c1)OCCO2
    -3.9	0.8	-0.7	-2.4	-19.3	nt	2.2	0.6	1.7	2.5	15.9
Cc1ccc2oc(C(=O)N3CCC(N4CCSCC4)CC3)c(C)c2c1
    15.2	5.8	-2.9	-8.0	28.0	1.3	1.5	-1.6	3.5	-0.1	11.1
CCOC(=O)c1ccc(COC(=O)c2cc(=O)[nH]c3ccccc23)o1
    4.3	-9.5	5.0	-1.7	-5.6	-0.3	2.1	1.8	7.0	1.5	-3.9
O=S(=O)(c1ccc(Cl)c(NC(=S)Nc2cccc(O)c2)c1)N1CCOCC1
    10.3	3.2	-5.9	-4.2	-2.9	1.3	3.2	0.9	1.9	6.2	12.8
CN(C(=O)Cn1nnc(-c2cccc(C(F)(F)F)c2)n1)C1CCCCC1
    -7.6	3.1	-3.9	2.1	1.4	0.8	-1.1	0.4	1.7	1.0	-2.5
O=C(CN1CCN(S(=O)(=O)c2ccc(Cl)cc2)CC1)NCc1cccs1
    -8.6	-8.3	5.3	1.6	6.6	0.6	0.8	0.2	0.8	-0.2	-14.2
CC(C)Cc1ccc(S(=O)(=O)NCC2CCCO2)cc1 (stereo unspecified)
    5.0	-2.2	-1.3	-1.9	15.4	1.0	-0.8	-0.3	-0.3	-0.4	1.6
Cc1ccc(-c2csc(NC(=O)c3cccc([N+](=O)[O-])c3C(=O)O)n2)cc1
    -0.3	-10.0	-6.0	-1.3	4.8	-3.5	-0.9	-0.7	2.4	0.4	-1.8
CCOc1ccc(NC(=O)C(CC(=O)O)Cc2ccc(Br)cc2)cc1 (stereo unspecified)
    -4.8	0.9	5.8	0.3	-4.8	-0.2	6.5	-2.4	3.5	-1.8	6.4
O=[N+]([O-])c1ccc(F)cc1F
    -3.7	-5.4	-3.5	-2.5	-14.6	0.0	1.0	0.5	2.0	-1.5	6.1
CCCCC(CC)C(=O)NCCc1ccc(S(N)(=O)=O)cc1 (stereo unspecified)
    -6.4	6.5	1.3	0.6	3.1	2.7	0.1	0.2	0.6	1.1	16.0
Cc1ccccc1N1CCN(C2CCCN(C(=O)c3cc(CC(C)C)nn3C)C2)CC1 (stereo unspecified)
    2.4	-1.7	-0.8	-1.8	4.2	1.1	1.7	-1.3	-0.3	-1.4	16.4
CC(CNC(=O)c1ccc(C(C)(C)C)cc1)CN(C)C (stereo unspecified)
    -5.5	-1.0	3.2	-0.1	-7.0	-0.6	3.3	-0.5	1.9	6.0	17.6
COc1ccc(-c2cc(C(=O)Nc3cccc(S(=O)(=O)NCc4ccco4)c3)c3ccccc3n2)cc1OC
    -6.7	-1.3	4.2	-3.0	-6.8	1.1	2.9	2.1	2.5	5.1	9.6
CCc1cc2cc(C)cc(C)c2[nH]c1=S
    4.5	1.1	0.1	0.0	nt	-1.2	1.0	0.8	3.6	-4.0	11.4
COc1ccc(C2SCCN2C(=S)Nc2ccc(Cl)cc2)cc1 (stereo unspecified)
    -12.8	-7.9	-2.9	-1.6	157.9	0.2	3.9	2.3	5.2	-0.1	-20.9
CC(C)CCNC(=O)CN(Cc1ccccc1Cl)C(=O)CCC(=O)Nc1ccccn1
    8.8	1.3	3.7	1.7	-21.8	-1.0	3.5	0.4	0.6	-4.0	10.7
CCN(CC)CCNC(=O)c1cc(-c2ccc(Br)s2)nc2ccccc12
    -15.5	-1.5	3.9	4.2	14.4	1.1	-0.6	2.7	2.0	-0.2	0.6
Cc1csc(NC(=O)c2cccc(S(=O)(=O)N3CCN(C)CC3)c2)n1
    3.4	-6.1	-6.4	4.5	-14.4	-1.1	-0.7	-1.8	2.4	-4.3	11.3
CCCCNC(=O)CCn1nc(-c2ccccc2)ccc1=O
    -4.5	-5.5	-3.9	-0.8	22.3	0.7	1.4	-1.2	1.4	3.2	-23.6
CC(C)n1c(O)c(N=NC(=O)CNC(=O)CCc2ccccc2)c2ccccc21
    2.8	-5.7	-5.0	1.2	10.3	-2.4	-2.0	-0.5	2.9	-2.5	-25.1
O=C(Nc1ccc(CN2CCCCC2)cc1)c1ccc2c(c1)OCO2
    -11.3	4.7	-11.6	-0.6	-19.5	-0.7	2.4	0.6	2.8	-1.7	4.2
COC(=O)c1ccc(N2CCN(C(C)=O)CC2)c(NC(=O)COc2ccccc2C)c1
    -0.5	-5.1	-6.2	-0.9	-8.2	-0.6	-0.4	-2.0	-0.9	2.8	-18.2
O=C(Nc1cc(S(=O)(=O)N2CCOCC2)ccc1N1CCOCC1)c1cn2ccccc2n1
    -17.9	-10.7	-3.3	-3.6	-10.3	-0.7	-1.6	-1.8	4.1	-13.8	-9.5
COc1ccc(NC(=O)c2ccccc2Oc2ccccc2)cc1
    -14.2	-0.4	-9.5	-8.2	-11.2	1.5	3.3	2.1	2.9	-2.4	8.2
Cc1nn2c(-c3ccc(S(=O)(=O)N4CCN(C)CC4)o3)nnc2c2ccccc12
    7.2	7.8	-1.0	-2.4	-2.0	-2.5	1.2	0.7	-2.2	1.2	11.4
COc1cc(C(=O)NCc2ccccc2)ccc1OC(F)F
    -1.7	10.3	-3.6	-3.7	5.7	0.7	5.1	2.8	3.3	0.2	11.0
Cc1cc(C)c(S(=O)(=O)n2ccc(-c3ccc(OCCN(C)c4ccccn4)cc3)n2)c(C)c1
    -2.8	-5.2	1.5	-12.1	15.7	0.4	1.3	-1.2	3.1	3.9	-16.7
Cc1ccc(S(=O)(=O)N2CCC(C(=O)OCC(=O)N3CCCC(C)C3)CC2)cc1C (stereo unspecified)
    3.1	5.0	-2.6	1.2	31.7	0.8	1.2	0.9	-0.2	10.6	-32.1
CCOc1ccc(-n2cnc3scc(-c4ccc(OC)c(OC)c4)c3c2=O)cc1
    -2.4	-2.2	6.2	-0.6	-6.7	-0.8	1.2	2.7	1.5	-5.8	-24.9
CCOC(=O)c1ccc(NC(=O)C2CCC(CNc3c(N4CCOCC4)c(=O)c3=O)CC2)cc1 (stereo unspecified)
    -4.1	-14.5	-4.2	-0.2	-0.8	1.8	0.0	-0.6	0.8	8.7	-49.8
C=CCn1c(COc2ccccc2)nnc1SCC(=O)NCC(=O)OCC
    4.0	-4.2	-6.7	0.1	207.5	2.0	3.2	-0.2	2.5	1.6	-8.5
Cc1cc2oc(=O)sc2cc1NS(=O)(=O)c1ccccc1
    8.4	-1.4	-3.0	5.7	15.0	1.0	-1.5	-0.9	-1.9	2.9	-1.0
NC(=O)C1(N2CCCCC2)CCN(Cc2ccc(F)cc2)CC1
    -5.9	6.1	-4.6	-0.7	-6.8	-1.4	-3.8	-2.3	0.6	4.9	5.4
N#CC1(c2ccccc2)CCCN1C(=O)c1ccc(Br)o1 (stereo unspecified)
    -7.2	-0.9	-7.6	0.5	-25.2	-0.7	0.8	-0.1	1.2	11.8	-30.3
CCN(CC)S(=O)(=O)c1ccc(-c2nnco2)cc1
    18.2	-1.7	3.0	-2.4	-1.7	2.1	0.9	0.0	1.4	3.2	5.4
Cc1cc(C)n2ncc(-c3cccc(Br)c3)c2n1
    3.2	1.0	6.6	-6.3	4.9	-0.5	-0.9	2.5	3.6	0.5	-1.7

Bioassay records (PubChem BioAssay)
